# Abeta yeast res: A-beta toxicity reversal in yeast; yeast expressing A-beta42, growth rescue, OD600, 48 h; response scale: 0% DMSO, 100% iron-clioquinol control; 410,000 tested, 0.063% active; Potency, µM (titrated, usually from 46.1 µM), inactives show at the top dose growth rescue, actives largely listed as activators; AID 1347071; further: potency means the concentration at half of the fitted maximal effect; nearly all actives have a fitted effect of over 55% in size
#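 Yeast A-beta toxicity model in growth medium with pinned compounds, 48 h at 30 C; growth read as absorbance at 600 nm. Normalized to FeCl3/clioquinol equimolar mix (positive) and DMSO (negative).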
# aSyn rescue: rescues yeast growth from alpha-synuclein toxicity | Yeast expressing alpha-synuclein, growth rescue, BacTiter-Glo, 24 h | Potency, µM (titrated, usually from 46.1 µM), for inactives: top-dose growth rescue (activation), hits mostly activators | 370,000 tested, 0.14% active | AID 652106; further: potency means the concentration at half of the fitted maximal effect; % of control where 0% means no effect; nearly all actives have a fitted effect of over 65% in size
#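 Screening used galactose-induced yeast with toxic alpha-synuclein levels, exposed to compound for 24 hr at 30 deg C. Cell growth, read with BacTiter-Glo luminescence, gave the measured signal.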
# DRD3 agonist: agonists of human D3 dopamine receptor. D3R DiscoveRx beta-arrestin cells, luminescence, 90 min. 410,000 tested, 0.58% active. max activation, %. P35462; in the data active means max activation above about 30%; further: 0% is about no effect; mostly tested at two doses, the higher about 12 µM
#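 Cells at 1500/well, incubated overnight, then treated with pinned compounds (dopamine as control) for 90 min at 37 degrees C. DiscoveRx reagent added for 30 - 60 minutes at room temperature; luminescence read.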
# EPAC2 antag: blocks human EPAC2 exchange factor | Q8WZA2 | EPAC2 GEF exchange of Rap1B-BODIPY-GDP, fluorescence | Potency, µM (highest dose often 114 µM), inactives show at the top dose activity, negative = inhibition, hits mostly inhibitors | 360,000 tested, 0.18% active | AID 720708; further: potency means the concentration at half of the fitted maximal effect; on the % scale 0 is the no-effect control and ±100 the full control effect; nearly all actives have a fitted effect of over 45% in size; many of its hits are not listed in these tables
# Target sequence (Q8WZA2 whole entry, looked up): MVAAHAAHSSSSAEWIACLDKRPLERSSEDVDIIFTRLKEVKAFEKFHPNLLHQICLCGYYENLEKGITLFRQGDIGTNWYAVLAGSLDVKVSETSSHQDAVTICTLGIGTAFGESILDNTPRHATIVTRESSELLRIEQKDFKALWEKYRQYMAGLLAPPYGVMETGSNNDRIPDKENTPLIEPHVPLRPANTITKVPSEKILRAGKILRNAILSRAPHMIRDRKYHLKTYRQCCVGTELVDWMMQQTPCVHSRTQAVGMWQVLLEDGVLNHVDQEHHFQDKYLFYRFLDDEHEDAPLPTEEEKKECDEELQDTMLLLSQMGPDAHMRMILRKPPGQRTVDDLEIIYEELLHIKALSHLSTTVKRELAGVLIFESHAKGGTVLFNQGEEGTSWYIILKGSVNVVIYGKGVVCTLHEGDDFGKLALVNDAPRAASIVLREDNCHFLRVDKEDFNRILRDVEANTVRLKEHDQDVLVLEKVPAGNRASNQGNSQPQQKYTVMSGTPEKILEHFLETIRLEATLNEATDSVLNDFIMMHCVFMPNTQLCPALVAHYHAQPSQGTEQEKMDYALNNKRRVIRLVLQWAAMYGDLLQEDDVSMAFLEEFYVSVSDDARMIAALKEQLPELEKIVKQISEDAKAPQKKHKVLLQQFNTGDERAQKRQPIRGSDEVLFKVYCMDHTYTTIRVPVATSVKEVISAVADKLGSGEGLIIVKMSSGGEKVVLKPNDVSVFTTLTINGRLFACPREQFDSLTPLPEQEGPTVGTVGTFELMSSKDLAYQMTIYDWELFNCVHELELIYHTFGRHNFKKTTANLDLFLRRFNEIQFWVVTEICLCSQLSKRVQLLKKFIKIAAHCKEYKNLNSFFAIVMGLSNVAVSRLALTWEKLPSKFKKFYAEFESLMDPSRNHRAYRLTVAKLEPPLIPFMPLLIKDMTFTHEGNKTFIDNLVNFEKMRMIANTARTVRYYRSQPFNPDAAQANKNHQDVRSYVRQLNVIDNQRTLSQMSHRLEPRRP
# TDP43 rescue: TDP-43 toxicity inhibition in yeast; 410,000 tested, 1.8% active; TDP-43 expressing yeast growth rescue, BacTiter-Glo, 24 h; Potency, µM (series often up to 46.1 µM), inactives show at the highest dose growth rescue (activation), hits mostly activators; further: potency means the concentration at half of the fitted maximal effect; % of control where 0% means no effect; nearly all actives have a fitted effect of over 50% in size
#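 Readout is BacTiter-Glo luminescence of cell growth, so inhibitors register as activators. TDP-43-expressing yeast at OD600=0.02 in galactose medium, after raffinose pregrowth to mid-log, were incubated with compound for 24 hr at 30 deg C.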
# EPAC2 ag: activates human EPAC2 exchange factor; 360,000 tested, 0.079% active; EPAC2 activation, biochemical qHTS; response scale: 100% = 6.5 mM cAMP response; Q8WZA2; Potency, µM (doses to about 154 µM), without a hit: top-dose activation, most hits filed as activators; AID 720711; further: potency means the concentration at half of the fitted maximal effect; nearly all actives have a fitted effect of over 50% in size
#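 Each well held 100 nM EPAC2, 250 nM RAP1B-BODIPY-GDP and 50 uM GDP. Fluorescence, read at 5-min intervals to 30 min, was referenced to a 6.5 mM cAMP positive control.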
# DRD3 antagonist: D3 dopamine receptor (human) antagonism; P35462; D3R cells, DiscoveRx beta-arrestin luminescence, antagonist mode; active compounds read low; AID 652054; max response, negative = inhibition, %; 360,000 tested, 2.5% active; in the data active means max response below about -50%; inconclusive means no clear call, values can overlap the other calls; further: on the % scale 0 is the no-effect control and ±100 the full control effect; mostly tested at two doses, the higher about 12 µM
#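 Cells plated overnight at 1500 cells/well, then exposed to library compounds with dopamine controls for 90 minutes at 37 degrees C. DiscoveRx reagent added for 30–60 minutes at room temperature; luminescence read, quantitative HTS format.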
# FUS suppressor: FUS proteinopathy suppression in yeast; 390,000 tested, 0.24% active; S. cerevisiae FUS-expressing, growth rescue, OD600, 24 h; AID 1347120; Potency, µM (doses to about 76.6 µM), without a hit: at the top dose growth rescue (activation), usual class: activators;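 further: potency means the concentration at half of the fitted maximal effect; plate controls were DMSO vehicle for no effect and reference control for full effect; nearly all actives have a fitted effect of over 55% in size; some results filed as inactive show a strong effect at the top dose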
#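 Read-out: OD at 600 nm after 24hr at 30C, reporting rescue of FUS-induced yeast toxicity. Cells at OD 0.005 in galactose (2%) minimal medium; compounds tested in a dilution series; CP55940 titration from 92uM final as control.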
# Numbers without * were called inactive; i = inactive; ? = inconclusive; nt = not tested or not shown; & = joins results of further samples; [ ] = dose if it differs, or a comment. Unless noted, the call rests on the fitted dose curve; in most records, active means well fitted curve in the direction sought with a large enough effect; inconclusive means small, poorly fitted or top-dose-only effect, or another doubt; inactive means no such curve, though single readings can be large; an effect the other way counts as inactive or inconclusive. This is a subset; the hit share may differ from the screen's.
# Short forms: A = Abeta yeast res; B = aSyn rescue; C = DRD3 agonist; D = EPAC2 antag; E = TDP43 rescue; F = EPAC2 ag; G = DRD3 antagonist; H = FUS suppressor
N#C/C(=C\c1ccc([N+](=O)[O-])cc1)C(=O)NCCCn1ccnc1
  A: -7%	B: -9%	C: 7	D: 3%	E: -8%	F: -1%	G: 8	H: 12%

Cc1nc(-c2ccc(F)cc2)c(CC(=O)Nc2cc(S(=O)(=O)N3CCCCC3)ccc2C)s1
  A: -6%	B: 0%	C: -4	D: -9%	E: -16%	F: 6%	G: 0	H: 36%

O=C(NCc1ccco1)c1ccc(CS(=O)c2ccccc2Cl)o1 (stereo not given)
  A: 4%	B: 2%	C: 2	D: 8%	E: 17%	F: -1%	G: 5	H: -15%

O=C(CSc1ncnc2sc3c(c12)CCCC3)NC1CCS(=O)(=O)C1 (stereo not given)
  A: 0%	B: 2%	C: -9	D: 4%	E: 24%	F: 5%	G: -14	H: nt

CCCn1c(C)cc(/C=C(\C#N)C(=O)OCC(=O)Nc2ccc(OC)c(Cl)c2)c1C
  A: -9%	B: -3%	C: -6	D: 6%	E: -24%	F: 1%	G: -12	H: nt

O=S1(=O)c2ccccc2N(Cc2ccccc2)c2ccccc21
  A: -3%	B: nt	C: -10	D: nt	E: 6%	F: nt	G: nt	H: -4%

Cc1cc(C(F)(F)F)nn1CC(=O)NCc1ccccc1
  A: -5%	B: 1%	C: -8	D: 1%	E: -5%	F: -7%	G: -16	H: -40%

CC(C)=CCc1c2c(c3occ(-c4ccc(O)cc4)c(=O)c3c1O)C=CC(C)(C)O2
  A: -18%	B: -5%	C: 69*	D: ?	E: ?	F: -14%	G: 36	H: 35%

COCCCn1c(SCC(=O)Nc2ccc(OC)cc2)nc2c(sc3ccccc32)c1=O
  A: 0%	B: nt	C: 6	D: nt	E: 16%	F: nt	G: nt	H: -10%

CCc1ccccc1S(=O)(=O)Cc1ccc(C(=O)NC2CCCC2)o1
  A: -3%	B: 0%	C: 2	D: 0%	E: 21%	F: 0%	G: 49	H: 23%

CSc1ccc(Cn2nnc(C(=O)Nc3ccc(C)cc3Cl)c2N)cc1
  A: -21%	B: nt	C: -12	D: nt	E: -38%[inhibitor]	F: nt	G: nt	H: -19%

O=C(NNC1=C(C(=O)C(F)(F)F)CCC1)c1ccncc1
  A: -2%	B: -12%	C: -5	D: 2%	E: ?	F: 8%	G: -11	H: 10%

O=C1CC(c2ccccc2)n2nc(NC(=O)C3CCCO3)nc2N1 (stereo not given)
  A: 12%	B: 0%	C: -2	D: 3%	E: 9%	F: 4%	G: 18	H: -12%

Cc1ccc(CNC(=O)c2nn(-c3ccc(Cl)cc3)nc2CO)cc1
  A: -6%	B: nt	C: -1	D: nt	E: 14%	F: nt	G: nt	H: 1%

Cc1cc(C2(c3ccc(O)c(C)c3)C(=O)N(C)c3ccc(Br)cc32)ccc1O
  A: 20%	B: 24%	C: -4	D: ?	E: 7%	F: 12%	G: 23	H: 37%

Cc1ccc(OCc2nnc(SCC(=O)Nc3cc(C)on3)n2C)cc1
  A: 7%	B: 7%	C: 4	D: 7%	E: -17%	F: 2%	G: 33	H: -8%

COc1ccc(CN2CCc3ccccc3C2)c(OC)c1OC
  A: 7%	B: 1%	C: -30	D: 5%	E: -10%	F: 4%	G: -75*	H: 4%

Cc1ccccc1NC(=O)N1CCCN(c2ccc(C#N)cn2)CC1
  A: 0%	B: 2%	C: 12	D: 3%	E: ?	F: 2%	G: 14	H: 17%

Cn1c(=O)c2cc(NC(=O)NCCc3ccccc3)ccc2n1Cc1ccc(F)cc1
  A: 7%	B: -4%	C: -15	D: 12%	E: -4%	F: 7%	G: 0	H: -11%

Cc1noc2ncnc(N3CCCC3)c12
  A: 8%	B: 8%	C: -3	D: 1%	E: 15%	F: 1%	G: 16	H: -21%

Cn1nnc2c(sc3nc(N4CCOCC4)c4c(c32)CCCC4)c1=O
  A: 17%	B: 2%	C: 0	D: -6%	E: -4%	F: -4%	G: i	H: -13%

C/C(CC(=O)Nc1cc(C)ccn1)=N\NC(=O)c1cccc(C)c1
  A: -9%	B: 2%	C: -3	D: 4%	E: -11%	F: -9%	G: -11	H: 12%

CC(C)CNC(=O)C1CCN(Cc2ccc(OCc3ccccc3)cc2)CC1
  A: 24%	B: 10%	C: -4	D: 10%	E: 8%	F: -1%	G: 5	H: nt

CC(C)(C)OC(=O)NCCOC(=O)c1[nH]cnc1C(=O)NCc1ccccc1
  A: 6%	B: -1%	C: -6	D: -8%	E: 5%	F: -2%	G: -20	H: 20%

Cc1ccc2oc(=O)c3cnn(CC(=O)NC4CCC(C)CC4)c3c2c1 (stereo not given)
  A: -11%	B: -1%	C: 1	D: 3%	E: 0%	F: -6%	G: 22	H: -4%

# Structures from the list above that have two or more sulfur atoms:
# Short forms: A = Abeta yeast res; B = aSyn rescue; C = DRD3 agonist; D = EPAC2 antag; E = TDP43 rescue; F = EPAC2 ag; G = DRD3 antagonist; H = FUS suppressor
Cc1nc(-c2ccc(F)cc2)c(CC(=O)Nc2cc(S(=O)(=O)N3CCCCC3)ccc2C)s1
  A: -6%	B: 0%	C: -4	D: -9%	E: -16%	F: 6%	G: 0	H: 36%

O=C(CSc1ncnc2sc3c(c12)CCCC3)NC1CCS(=O)(=O)C1 (stereo not given)
  A: 0%	B: 2%	C: -9	D: 4%	E: 24%	F: 5%	G: -14	H: nt

COCCCn1c(SCC(=O)Nc2ccc(OC)cc2)nc2c(sc3ccccc32)c1=O
  A: 0%	B: nt	C: 6	D: nt	E: 16%	F: nt	G: nt	H: -10%

# Other structures follow:
# Short forms: A = Abeta yeast res; B = aSyn rescue; C = DRD3 agonist; D = EPAC2 antag; E = TDP43 rescue; F = EPAC2 ag; G = DRD3 antagonist; H = FUS suppressor
COc1cccc(CNC(=O)COc2cc3c(c4oc(=O)cc(C)c24)CCC(C)(C)O3)c1
  A: -13%	B: -9%	C: 7	D: ?	E: 26%	F: 7%	G: -4	H: ?

COCCn1c(=NC(=O)c2ccc(S(=O)(=O)N3CCCc4ccccc43)cc2)sc2cc(S(C)(=O)=O)ccc21
  A: -5%	B: -1%	C: 1	D: 4%	E: -1%	F: 0%	G: 7	H: nt

CC1=C(/C=C/C(C)=C/C=C/C(C)=C/CO)C(C)(C)CCC1
  A: -20%	B: 9%	C: -20&9	D: 2%	E: -13%	F: 0%	G: -3	H: 19%

Cc1ccc(NC(=O)CN2CCCC2c2cccn2C)c(Br)c1 (stereo not given)
  A: -11%	B: ?	C: -2	D: ?	E: 11%	F: 11%	G: -2	H: -11%

Cc1cccc(CC(=O)Nc2cc(=O)n(C)c(=O)n2C)c1
  A: -15%	B: -3%	C: -2	D: -7%	E: -1%	F: 3%	G: 8	H: -20%

Cc1ccc(NC(=O)Cn2c(=O)oc3cc(S(=O)(=O)N4CCCCCC4)ccc32)cc1Cl
  A: -11%	B: nt	C: 7	D: nt	E: 5%	F: nt	G: nt	H: 0%

Cc1ccc(S(=O)(=O)N2CCCCC2CCNC(=O)C(=O)NC2CC2)cc1 (stereo not given)
  A: 5%	B: 6%	C: 1	D: 17%	E: 28%	F: 2%	G: -2	H: nt

Nc1nc2ccccc2nc1N1CCCC1
  A: 0%	B: -2%	C: -2	D: 12%	E: -21%	F: -12%	G: -6	H: 25%

O=C(NCc1cccnc1)c1cc(C2CCCCN2S(=O)(=O)c2ccc(F)cc2F)on1 (stereo not given)
  A: -7%	B: -2%	C: 7	D: ?	E: 17%	F: 10%	G: 3	H: 1%

COc1ccc(-c2csc(NC(=O)CSc3nc(C)cs3)n2)cc1
  A: 5%	B: 1%	C: -3	D: 6%	E: -7%	F: 6%	G: 0	H: nt

O=C(Cc1ccccc1[N+](=O)[O-])OCC(=O)c1ccccc1Br
  A: 36%	B: 2%	C: -2	D: -9%	E: 13µM*	F: 16%	G: 11	H: 3%

Cc1ccccc1NC(=O)C1CCC(=O)N1 (stereo not given)
  A: ?	B: -4%	C: 2	D: 5%	E: -5%	F: 3%	G: 1	H: -2%

CCc1nnc(NC(=O)C2CC(=O)N(c3ccc(C)cc3)C2)s1 (stereo not given)
  A: 2%	B: 5%	C: -2	D: -9%	E: 27%	F: 7%	G: 19	H: 23%

COc1nc(Nc2ccc(C(C)=O)cc2)nc(OC)n1
  A: 0%	B: 4%	C: 3	D: 3%	E: 7%	F: 2%	G: -10	H: 1%

COc1ccc(-c2cc(C(F)(F)F)nc(NCc3ccc(F)cc3)n2)cc1
  A: 1%	B: nt	C: 4	D: nt	E: 21%	F: nt	G: nt	H: -28%

Cc1ccc(SCCNC(=O)CN(c2cccc(C)c2C)S(C)(=O)=O)cc1
  A: 19%	B: nt	C: 5	D: nt	E: ?	F: nt	G: nt	H: 27%

OCc1ccccc1Cn1ccnc1
  A: -7%	B: -7%	C: -6	D: 12%	E: 3%	F: 8%	G: -4	H: -14%

CSc1cccc(NC(N)=O)c1
  A: 8%	B: -8%	C: 6	D: 7%	E: -3%	F: 8%	G: 6	H: -6%

O=C(CNC(=O)c1ccc(Cl)cc1)N/N=C/c1cccnc1
  A: 9%	B: 1%	C: -5	D: -2%	E: 5%	F: 9%	G: -3	H: 1%

CCC(C)(C)n1nnnc1CN1CCC(c2nc3ccc(C)cc3[nH]2)CC1
  A: -4%	B: -2%	C: 1	D: -16%	E: 0%	F: 8%	G: -23	H: ?

O=C(NC1CCCCCC1)C1CCN(S(=O)(=O)c2c(Cl)cccc2Cl)CC1
  A: -1%	B: 14%	C: 1	D: -4%	E: 8%	F: -3%	G: 7	H: nt

COc1cc(/C=C/C(=O)OCC(=O)c2ccc(OC(F)F)cc2)ccc1O
  A: -10%	B: -4%	C: -4	D: -7%	E: 9%	F: 26%	G: ?	H: 18%

CN(CC(=O)NCCCc1ccccc1)S(=O)(=O)c1ccc(Br)cc1
  A: 1%	B: 12%	C: 5	D: -5%	E: 25%	F: 9%	G: 10	H: 0%

# Some of the entries above in another layout.
# Results follow in this order: Abeta yeast res | aSyn rescue | DRD3 agonist | EPAC2 antag | TDP43 rescue | EPAC2 ag | DRD3 antagonist | FUS suppressor
- COc1ccc(-c2csc(NC(=O)CSc3nc(C)cs3)n2)cc1
  5% | 1% | -3 | 6% | -7% | 6% | 0 | nt
- CC1=C(/C=C/C(C)=C/C=C/C(C)=C/CO)C(C)(C)CCC1
  -20% | 9% | -20&9 | 2% | -13% | 0% | -3 | 19%

# High-throughput results deposited in PubChem BioAssay by National Center for Advancing Translational Sciences (NCATS).
